Abeta rescue = compounds reversing amyloid beta toxicity in yeast; yeast expressing A-beta42, growth rescue, OD600, 48 h; response scale: 0% DMSO, 100% iron-clioquinol control; AID 1347071; 0.063% of 410,000 active; Potency, µM (highest dose often 46.1 µM), inactives show top-dose growth rescue, hits mostly activators; further: potency means the concentration at half of the fitted maximal effect; nearly all actives have a fitted effect of over 55% in size
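Growth rescue measured by 600 nm absorbance after 48 h yeast culture at 30 C with compound. Values normalized between DMSO and an equimolar ferric chloride plus clioquinol control.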
pAkt inh = inhibitors of Akt phosphorylation | 0.32% of 360,000 active | AID 651550 | activity change, % for hits at 50 µM | Neuro2A IGF-stimulated pAkt S473 HTRF, 20 min; active compounds read low; in the data active means activity change below about -80%; inconclusive means mostly about -51% to -80%; further: on the % scale 0 is the no-effect control and ±100 the full control effect
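Neuro2A cells (4,500/well, DMEM with 0.5% FBS) were treated with compound at a single 50 µM final concentration, stimulated with 6 nM IGF for 20 min at 37 °C, and lysed. Phospho-Akt Ser473 was read by HTRF as 665/615 ratio ×10^4.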
CCT chaperon mod = changes cytosolic chaperonin activity; AID 651819; activity change, % (test concentration not listed), hits read low; purified chaperonin ATPase assay, HTRF ADP detection, 30 min; 0.3% of 360,000 active; in the data active means activity change below about -30%; further: on the % scale 0 is the no-effect control and ±100 the full control effect
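ATPase activity: ADP formed was measured by HTRF Transcreener (665/615 nm ratio) after 30 min at 37 deg C with 10 uM ATP. Compounds screened at one 76 uM concentration against 40 or 20 nM TRiC in Tris pH 7.4/KCl/MgCl2/DTT buffer.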
Nrf2 activator = activates Nrf2 signaling; AREc32 ARE-luciferase reporter (MCF7-derived line), luminescence, 24 h; Potency, µM (doses to about 46.1 µM), inactives show at the top dose activation, actives largely listed as activators; 0.31% of 410,000 active; AID 624171; further: potency means the concentration at half of the fitted maximal effect; % of control where 0% means no effect; nearly all actives have a fitted effect of over 65% in size
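Luciferase luminescence (Steady-Glo, 30 min at room temperature) served as the read-out of ARE activation in AREc32 cells treated with compounds for 24 hr at 37 deg C.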
Nrf2 block = inhibitors of Nrf2 signaling; A549 ARE-Fluc reporter, luciferase luminescence, 18-24 h; Potency, µM (titrated, usually from 46 µM), without a hit: top-dose activity change, negative = inhibition, hits mostly inhibitors; 2.1% of 360,000 active; AID 504444; further: potency means the concentration at half of the fitted maximal effect; on the % scale 0 is the no-effect control and ±100 the full control effect; nearly all actives have a fitted effect of over 60% in size
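A549 ARE_Fluc cells, 5000/well, 5% FBS OPTI-MEM; compounds in dose-response, 18-24 h at 37 °C/5% CO2; CellTiter-Fluor viability read (Ex 405/Em 525), then BugLite luciferase luminescence = Nrf2 activity.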
HepG2 tox = kills HepG2 cells in TGF-b inhibitor counter-screen; HepG2 CAGA-GFP viability, ATP luminescence, 18 h; Potency, µM (highest dose often 46.1 µM), for the others: at the top dose activity change, negative = cytotoxicity, actives largely listed as cytotoxic; 0.76% of 410,000 active; further: potency means the concentration at half of the fitted maximal effect; some results filed as inactive show a strong effect at the top dose
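HepG2 CAGA-GFP cells (1000/well, DMEM with 1% FBS) received compound, then TGF-beta at 500 pg/mL final, and were incubated 18 hours at 37 degrees C. Viability was read by CellTiter-Glo luminescence. Media-only wells were set as complete cell-killing and DMSO as no toxicity.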
TGFb inhibitor = TGF-b pathway inhibition | HepG2 CAGA-GFP TGF-b/SMAD3 reporter, GFP fluorescence, 18 h; TGF-beta stimulated, 500 pg/mL final | Potency, µM (highest dose often 46.1 µM), for inactives: at the highest dose activity, negative = inhibition, hits mostly inhibitors | 1.2% of 410,000 active; further: potency means the concentration at half of the fitted maximal effect; on the % scale 0 is the no-effect control and ±100 the full control effect; nearly all actives have a fitted effect of over 65% in size
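HEPG2 CAGA-GFP reporter cells (1000/well, DMEM with 1% FBS) received compounds, then recombinant TGF-beta at 500 pg/mL final for 18 hours at 37 degrees C. Per-cell GFP summed per well was normalised to unstimulated and stimulated DMSO controls before curve fitting.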
MmCpn inh = blocks the Methanococcus maripaludis chaperonin Mm-Cpn; purified Mm-Cpn ATPase, ADP Transcreener TR-FRET; Potency, µM (top dose mostly 76.9 µM), inactives show at the top dose activity, negative = inhibition, most hits filed as inhibitors; 0.031% of 330,000 active; AID 504842; further: potency means the concentration at half of the fitted maximal effect; on the % scale 0 is the no-effect control and ±100 the full control effect; nearly all actives have a fitted effect of over 80% in size
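Compound-treated chaperonin, 25 nM final, turns over 10 uM ATP at 37°C for 30 min following a 10 min preincubation; ADP generated competes with ADP-d2 for Eu-cryptate antibody, lowering FRET.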
A549 viability = A549 cytotoxicity, counter-screen for Nrf2 inhibitors; Potency, µM (titrated, usually from 46 µM), inactives show at the highest dose activity change, negative = cytotoxicity, actives largely listed as inhibitors; A549 ARE-Fluc cells, CellTiter-Fluor viability, 18-24 h; 0.16% of 390,000 active; AID 504648; further: potency means the concentration at half of the fitted maximal effect; on the % scale 0 is the no-effect control and ±100 the full control effect
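A549 ARE_Fluc cells in 5% FBS OPTI-MEM were exposed to compounds in concentration-response for 18-24 h at 37 deg C. Viability was read by CellTiter-Fluor fluorescence (Ex 405/Em 525) after 30 min, before the luciferase read.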
* marks the source's active call; other numbers are inactive results; i = inactive; ? = inconclusive; . = no result given; [ ] = dose if it differs, or a comment. Unless noted, the call rests on the fitted dose curve; in most records, active means well fitted curve in the direction sought with a large enough effect; inconclusive means small, poorly fitted or top-dose-only effect, or another doubt; inactive means no such curve, though single readings can be large; an effect the other way counts as inactive or inconclusive. Outcome played no part in choosing rows, and some 4.3% of all compounds hit somewhere here.

SMILES	Abeta rescue	pAkt inh	CCT chaperon mod	Nrf2 activator	Nrf2 block	HepG2 tox	TGFb inhibitor	MmCpn inh	A549 viability
Cc1cccc(C(=O)N/N=C/c2ccccn2)c1	-9%	i	-2.4	0.3%	?	-20%	?	3%	-2%
COc1ccc(C(=O)NCc2nnc(SCC(=O)N3CCCCCC3)o2)cc1OC	.	i	0.1	-1.0%	-3%	38%	11%	-1%	0%
Cc1ccc(NC(=O)CSc2nnc([C@@H]3CCCN3C(=O)OC(C)(C)C)o2)c(C)c1	28%	i	-0.6	0.4%	?	-23%	?	1%	1%
Cc1cccc(-n2nnnc2SCC(=O)Nc2ccc(N3CCN(C)CC3)cc2)c1	0%	i	1.7	0.2%	?	-20%	-1%	0%	12%
O=C(O)c1ccc(N2C(=O)c3cccc4c(C(=O)O)ccc(c34)C2=O)cc1	1%	i	-4.0	1.9%	0%	-20%	-6%	0%	22%
COc1ccc(N(CC(=O)NC2CCCC2)C(=O)c2ccc(C)s2)cc1OC	2%	i	0.3	-0.4%	0%	4%	13%	0%	11%
Cc1ccc(Cl)cc1NC(=O)Cn1cc(S(=O)(=O)Cc2ccccc2Cl)c2ccccc21	-8%	.	.	1.1%	-17%	-29%	0%	.	-14%
Cc1ccc(C)n1-c1nnc(N2CCC(C(=O)N3CCN(C)CC3)CC2)s1	-11%	i	0.0	14%	7%	-5%	10%	-6%	2%
COc1cc2oc3ccc(C#Cc4ccccn4)cc3c(=O)c2cc1OC	4%	i	-1.2	3.8%	-9%	-15%	-12%	.	4%
Cn1nnc2cc(NC(=O)N3CC4(C)CC3CC(C)(C)C4)ccc21 (stereo not given)	19%	i	-0.6	-0.4%	-2%	-7%	-5%	-3%	4%
Oc1c(C(c2ccccc2F)N2CCC3(CC2)OCCO3)sc2nc(-c3ccco3)nn12 (stereo not given)	5%	.	.	3.5%	.	-4%	-21%	.	0%
O=[N+]([O-])c1ccc(CN2CCCCCC2)cc1	-4%	i	-1.8	-0.4%	7%	17%	0%	-8%	0%
Cc1csc(=O)n1CC(=O)OCC(=O)c1ccc(Br)cc1	1%	i	0.4	-0.6%	0%	-16%	?	0%	-3%
CCc1ccc(N2C(=O)CN(Cc3ccc(OC)c(OC)c3)C2=S)cc1	21%	i	-1.4	13%	?	3%	-8%	0%	-15%
CSCCC(NS(=O)(=O)c1cccs1)C(=O)NCc1cccs1 (stereo not given)	3%	i	0.1	2.2%	6%	-2%	2%	1%	-1%
O=C(NC1CSCC1OC(=O)c1ccccc1)c1ccccc1 (stereo not given)	8%	i	-0.2	0.1%	-18%	0%	2%	1%	-4%
CCCc1c(C(=O)OCC)[nH]c2c1C(=O)CCC2	-26%	i	-1.1	0.7%	2%	-14%	11%	2%	3%
S=C(NCC1CCCO1)N1CCN(Cc2ccccc2)CC1 (stereo not given)	-56%[inhibitor]	i	0.4	0.3%	2%	11%	3%	0%	-1%
COC(=O)c1ccccc1NC(=O)N[C@@H](C)C(=O)OC	10%	i	0.1	-0.2%	-11%	2%	8%	2%	3%
O=C(Cc1ccsc1)NNC(=O)c1ccc(F)cc1	9%	i	0.8	7.2%	?	-11%	?	-1%	3%
COc1ccc([N+](=O)[O-])cc1NCC(=O)Nc1cc(S(=O)(=O)N2CCCCC2)ccc1C	-5%	i	-2.6	-0.4%	?	-3%	?	-12%	-14%
COCCNC(=O)CSc1nnc(-c2ccccc2)c(-c2ccccc2)n1	9%	i	-1.2	0.3%	-4%	-1%	0%	0%	9%
CC(C)(C)CC(=O)OCC(=O)Nc1cc(C(C)(C)C)nn1-c1ccccc1	4%	.	-3.4	0.2%	.	0%	4%	-6%	-2%
Cc1ccc(NC(=O)CSc2nc(=O)n(Cc3ccco3)c3c2CCC3)cc1F	4%	.	.	0.4%	.	-25%	?	.	-2%
CCCCc1ccc(-c2nc(N)n[nH]2)cc1	-87%[inhibitor]	i	-0.3	1.6%	0%	-14%	26%	0%	20%
(continued)
SMILES	Abeta rescue	pAkt inh	CCT chaperon mod	Nrf2 activator	Nrf2 block	HepG2 tox	TGFb inhibitor	MmCpn inh	A549 viability
Cc1c(C(=O)NN2CCOCC2)oc2ccccc12	5%	i	1.0	2.4%	-1%	-19%	0%	-1%	11%
CC(C)Oc1cccc(NC(=O)C2(C)CCN2C(C)C)c1 (stereo not given)	0%	i	-20	0.5%	.	0%	-21%	.	.
CCOCc1nc2nc(Cl)c(Cl)nc2[nH]1	0%	i	1.4	4.2%	.	9%	-7%	.	.
CCN(CC)c1ccc(S(=O)(=O)N2CCOCC2)cc1NC(=O)CSc1cccc[n+]1[O-]	29%	i	1.6	-0.2%	-7%	0%	-2%	-2%	-4%
Cc1ccc(OCC(=O)Nc2cc(NC(=O)COc3ccc(C)c(C)c3)cc(C(=O)O)c2)cc1C	0%	i	-2.3	-0.2%	0%	-27%	-15%	0%	-6%
Cc1noc(C)c1-c1nnc(-c2ccc(OC(F)(F)F)cc2)o1	-12%	i	1.1	3.2%	18%	-17%	2%	1%	2%
O=C(CSc1nnnn1C1CCCC1)c1ccc2c(c1)OCCO2	-35%[inhibitor]	i	-4.8	-0.5%	?	-2%	1%	0%	-2%
Cc1cccc(NS(=O)(=O)c2cc(C(=O)N3CCN(C)CC3)ccc2C)c1	7%	i	-3.6	0.3%	-10%	-1%	-24%	0%	-3%
COc1cccc(C(=O)COc2ccc3c(C)cc(=O)oc3c2)c1	5%	i	-0.4	-0.2%	-15%	-6%	3%	3%	2%
Cc1ccc(S(=O)(=O)NCCC(=O)NCc2cccnc2)cc1	6%	i	-1.3	0.1%	2%	0%	-2%	-3%	8%
O=C(OCC(=O)N1c2ccccc2Sc2ccccc21)c1ccc[n+]([O-])c1	8%	i	-0.2	0.2%	24%	2%	16%	1%	7%
COc1cc(C(CCN2CCCCC2)c2c(OC)cc(OC)c3c2OC(=O)CC3c2ccc(N(C)C)cc2)cc(OC)c1OC (stereo not given)	.	.	.	.	?	-37%	?	.	0%
COc1ccc(C(=O)Cc2ccc3c(c2)OCO3)c(O)c1	-3%	i	0.6	0.6%[9.22 µM]	?	6%	-5%	-2%	0%
COc1cccc(-n2ccnc2SCC(=O)Nc2ccccc2F)c1	-3%	i	2.4	0.0%	-10%	-5%	-3%	-7%	2%
CCC(c1nnc(SCC(=O)Nc2cccnc2Cl)n1-c1ccccc1)N(C)C (stereo not given)	-7%	i	-1.1	0.2%	?	-2%	-9%	3%	-5%
Cc1cc(OC(C)C(=O)Nc2ccncc2)ccc1Cl (stereo not given)	2%	i	-0.2	-1.0%	18µM*	-76%	?	0%	-3%
COc1ccc(N/C=C2\CCc3ccccc3C2=O)cc1	-13%	i	1.4	0.4%	?	11µM*	-30%	2%	?
COCCn1nnnc1C(C(C)C)N1CCSCC1 (stereo not given)	13%	i	-0.5	-0.8%	8%	-14%	11%	3%	-1%
C=CCn1c(SCC(=O)Nc2ccc(OC)cc2)nc2c([nH]c3ccccc32)c1=O	1%	i	-2.9	7.2%	4%	-19%	1%	-4%	12%
CCc1cc(=O)oc2c(C)c(O[C@@H]3O[C@H](CO)[C@@H](O)[C@H](O)[C@H]3O)ccc12	-13%	i	-3.1	2.6%	-6%	0%	5%	-1%	-3%
CCOc1ccccc1-n1c(CN2CCN(C(=O)c3ccco3)CC2)nc2ccccc2c1=O	18%	i	0.6	-1.1%	16µM*	8%	18%	0%	-22%
CN(CCOc1ccc(F)cc1)Cc1ccccc1	21%	i	-5.5	0.2%	6%	14%	-13%	1%	-6%
CN(C)S(=O)(=O)c1ccc(C(=O)NCCN2C(=O)S/C(=C\c3cccnc3)C2=O)cc1	-7%	i	1.0	15%	18%	-42%	10%	2%	-1%
Cc1ccc(NC(=O)Nc2cnc3ccccc3c2)cc1	-1%	i	0.2	3.2%	?	-19%	-19%	?	2%
COC(=O)C1(S(=O)(=O)c2cc(Br)cc3c2N(C(C)=O)CC3)CC1	4%	i	-0.3	2.2%	?	8%	6%	0%	12%
COc1cccc(OC)c1OCCN1CCC(C(=O)NC(c2ccccc2)c2ncccc2C)CC1 (stereo not given)	-8%	i	0.3	-0.5%	.	-33%	-11%	.	.
Cc1cccc(N2CCN(C(=O)CCNS(=O)(=O)c3cccs3)CC2C)c1 (stereo not given)	4%	i	4.5	0.3%	10%	-5%	-2%	-3%	0%
CC1=NN(/C(=N\c2nnc(C)s2)Nc2ccc(C)cc2)[C@H](c2ccc(C)cc2)S1	-27%	i	0.7	0.0%	3%	-6%	-2%	1%	-5%
Cc1ccc2cc(C)c(Sc3nnnn3-c3ccccc3)nc2c1	-4%	i	-15	-0.4%	7%	11%	-2%	0%	-7%

Rewritten in CSV form: 5 of the compounds above
canonical_smiles,Abeta rescue,pAkt inh,CCT chaperon mod,Nrf2 activator,Nrf2 block,HepG2 tox,TGFb inhibitor,MmCpn inh,A549 viability
Cc1noc(C)c1-c1nnc(-c2ccc(OC(F)(F)F)cc2)o1,-12%,i,1.1,3.2%,18%,-17%,2%,1%,2%
COc1cccc(C(=O)COc2ccc3c(C)cc(=O)oc3c2)c1,5%,i,-0.4,-0.2%,-15%,-6%,3%,3%,2%
Cc1ccc2cc(C)c(Sc3nnnn3-c3ccccc3)nc2c1,-4%,i,-15,-0.4%,7%,11%,-2%,0%,-7%
CN(CCOc1ccc(F)cc1)Cc1ccccc1,21%,i,-5.5,0.2%,6%,14%,-13%,1%,-6%
CCOc1ccccc1-n1c(CN2CCN(C(=O)c3ccco3)CC2)nc2ccccc2c1=O,18%,i,0.6,-1.1%,16µM*,8%,18%,0%,-22%

Compound activity deposited in PubChem BioAssay by National Center for Advancing Translational Sciences (NCATS).
